Compound activity as filed in PubChem.
TRb-SRC2 inh – inhibitors of human thyroid hormone receptor beta-SRC2 interaction. TRbeta-SRC2 peptide binding, fluorescence polarization; receptor liganded with 1 µM T3. Potency, µM (titrated, usually from 106 µM), without a hit: top-dose activity change, negative = inhibition, most hits filed as inhibitors. 280,000 tested, 0.065% active. AID 1469;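 also: plate controls were bound peptide for no effect and peptide without receptor for full effect; nearly all actives have a fitted effect of over 50% in size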
Target sequence (P10828 whole entry, looked up): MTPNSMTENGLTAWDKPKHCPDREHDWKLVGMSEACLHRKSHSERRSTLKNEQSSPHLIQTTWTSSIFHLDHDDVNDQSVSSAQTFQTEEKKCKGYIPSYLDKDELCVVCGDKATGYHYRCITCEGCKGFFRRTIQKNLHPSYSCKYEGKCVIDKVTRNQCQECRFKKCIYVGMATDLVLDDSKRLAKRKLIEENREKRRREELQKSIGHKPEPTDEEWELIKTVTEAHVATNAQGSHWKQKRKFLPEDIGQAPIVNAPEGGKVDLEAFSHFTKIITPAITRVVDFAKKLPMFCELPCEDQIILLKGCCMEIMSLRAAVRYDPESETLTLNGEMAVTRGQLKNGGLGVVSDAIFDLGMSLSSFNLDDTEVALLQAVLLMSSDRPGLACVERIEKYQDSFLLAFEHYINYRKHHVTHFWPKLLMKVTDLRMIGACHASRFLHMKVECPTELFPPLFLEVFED
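Human TRb LBD (0.6 uM) plus Texas Red-labeled SRC2 peptide (20 nM), 1uM T3, 5% DMSO, 5 hr at ambient temperature. Decreased polarization (555/632 nm) flags inhibition; data normalized to free and bound peptide controls.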
TexasRed fluor – counter-screen for TRb-SRC2 inhibitors: fluorescence interference; TRb/SRC2 Texas Red total fluorescence interference; Potency, µM (series often up to 106 µM), for the others: top-dose fluorescence change, negative = quenching; 280,000 tested, 0.29% active; AID 1479; active = well fitted curve in either direction with a large enough effect; inconclusive = small, poorly fitted or top-dose-only effect; also: % is scaled to controls: 0 for no effect and ±100 for the full control effect
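Human TRb ligand-binding domain at 0.6 uM with 20 nM Texas Red SRC2 peptide in Tris buffer containing 1 uM T3 and 5% DMSO, incubated with compound 5 h at ambient temperature. Total fluorescence (555/632 nm) calculated as parallel + 2 × perpendicular.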
RECQ1 inh – blocks DNA unwinding by human RECQ1; 240,000 tested, 0.54% active; RECQ1 DNA unwinding, red fluorescence kinetic read; Potency, µM (titrated, usually from 57.3 µM), for inactives: at the highest dose activity, negative = inhibition, actives largely listed as inhibitors;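 also: plate controls were vehicle for no effect and no enzyme for full effect; nearly all actives have a fitted effect of over 30% in size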
Target sequence (P46063 whole entry, looked up): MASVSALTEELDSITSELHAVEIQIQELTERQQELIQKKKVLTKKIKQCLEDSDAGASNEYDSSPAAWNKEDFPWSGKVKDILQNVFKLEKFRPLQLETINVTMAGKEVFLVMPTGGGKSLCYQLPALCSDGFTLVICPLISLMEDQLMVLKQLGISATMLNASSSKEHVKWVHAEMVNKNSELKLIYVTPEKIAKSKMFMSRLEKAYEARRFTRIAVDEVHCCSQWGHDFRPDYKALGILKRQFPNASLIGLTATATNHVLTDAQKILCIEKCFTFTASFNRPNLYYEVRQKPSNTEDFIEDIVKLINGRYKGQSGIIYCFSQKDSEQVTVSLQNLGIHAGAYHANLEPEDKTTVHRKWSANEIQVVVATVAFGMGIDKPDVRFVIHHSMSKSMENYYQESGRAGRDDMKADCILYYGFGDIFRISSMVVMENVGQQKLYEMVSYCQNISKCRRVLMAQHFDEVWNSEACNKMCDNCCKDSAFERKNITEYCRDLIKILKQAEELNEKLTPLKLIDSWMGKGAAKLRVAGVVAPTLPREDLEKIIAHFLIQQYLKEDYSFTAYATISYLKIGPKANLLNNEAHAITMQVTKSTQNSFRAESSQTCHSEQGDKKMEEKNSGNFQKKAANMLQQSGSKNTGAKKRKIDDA
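RECQ1T1 50 nM; forked duplex (20 bp + 30-nt ss tails) 200 nM, ATP 2 mM final; pH 8.0, 2 mM MgCl2, 2.5 ug/ml poly(dI-dC); 15 min compound preincubation; discontinuous kinetic read over 2 h at RT.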
Tau fluor cs – counter-screen for tau fibril formation inhibitors. Potency, µM (doses to about 57.7 µM), for inactives: at the highest dose activity change, negative = decrease. AID 1463. tau K18 P301L Alexa594 fluorescence, heparin fibrillization. 280,000 tested, 0.93% active; also: % is scaled to controls: 0 for no effect and ±100 for the full control effect; nearly all actives have a fitted effect of over 55% in size
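Human tau K18 P301L (15 uM unlabeled, 0.24 uM Alexa 594-labeled) in 100 mM sodium acetate pH 7 with 20 uM heparin, 6 hr at 37 C. ThT 30 uM added, 1 hr ambient; Alexa 594 FP and total fluorescence read at 555/632 nm.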
HTT cytoprotect – cytoprotection in Huntington HTT-Q103 PC12 cell model. AID 1471. PC12 HTT-Q103 induced, cytoprotection, ATP luminescence, 40 h. Potency, µM (series often up to 56.4 µM), inactives show cytoprotection (ATP increase), usual class: activators. 230,000 tested, 0.14% active;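 also: % of control where 0% means no effect; nearly all actives have a fitted effect of over 45% in size; toxic huntingtin expression switched on by the ecdysone agonist tebufenozide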
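PC12 cells stably carrying ecdysone-inducible Htt exon 1 (Q103)–GFP were induced with 100 nM tebufenozide (final) alongside library compounds in a dose series. Cytoprotection was scored as retained ATP by ATPlite luminescence.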
Tau fibril FP – tau fibrillization inhibition (FP). 280,000 tested, 0.39% active. AID 1468. Potency, µM (highest dose often 57.7 µM), inactives show at the top dose activity, negative = inhibition, hits mostly inhibitors. K18 P301L tau heparin fibrillization, Alexa594 FP, 6 h; also: % is scaled to controls: 0 for no effect and ±100 for the full control effect; nearly all actives have a fitted effect of over 55% in size
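Recombinant K18 P301L […], labeled with Alexa 594 at 0.24 uM over 15 uM unlabeled; heparin inducer 20 uM final; 37 C, 6 hr; FP endpoint.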
Tau fibril ThT – tau fibrillization inhibition (ThT binding) | P10636 | recombinant tau K18 P301L (four-repeat tau fragment), heparin-induced fibrillization, ThT fluorescence | Potency, µM (top dose mostly 57.4 µM), for inactives: at the highest dose activity, negative = inhibition, hits mostly inhibitors | 270,000 tested, 2.1% active | AID 1460; also: % is scaled to controls: 0 for no effect and ±100 for the full control effect; nearly all actives have a fitted effect of over 55% in size
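K18 P301L tau (15 uM + 0.24 uM Alexa 594-tagged), heparin 20 uM, NaOAc pH 7, 6 h 37 C; ThT 30 uM, 1 h RT, ex 450/em 510 nm.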
L3MBTL1 block – blocks human L3MBTL1; AID 485360; AlphaScreen L3MBTL1–H3K9me1 peptide binding; 230,000 tested, 0.66% active; Q9Y468; Potency, µM (highest dose often 57.1 µM), for the others: at the top dose activity, negative = inhibition, most hits filed as inhibitors; also: % is scaled to controls: 0 for no effect and ±100 for the full control effect; nearly all actives have a fitted effect of over 60% in size
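First, the protein-peptide complex forms for 30 min at room temperature (L3MBTL1 50 nM, biotinylated H3K9me1 peptide 75 nM). Next, compounds are pin-transferred and incubated 30 min. Finally, AlphaScreen beads are added and read after 30 min.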
Starred values were filed as active, the others as inactive; i = inactive; ? = inconclusive; nt = no result given; [ ] = another dose, or the depositor's remark. Unless noted, calls follow the shape of the dose curve; as a rule, active = well fitted curve in the direction sought with a large enough effect; inconclusive = small, poorly fitted or top-dose-only effect, or another doubt; inactive = no such curve, though single readings can be large; an effect the other way counts as inactive or inconclusive. Potency is read from the fitted curve at half-maximal effect. Only part of the results is shown (hit frequency here may not be typical).

Below each SMILES – TRb-SRC2 inh | TexasRed fluor | RECQ1 inh | Tau fluor cs | HTT cytoprotect | Tau fibril FP | Tau fibril ThT | L3MBTL1 block
> CN(CC(=O)NCc1ccccc1)S(=O)(=O)c1cnc[nH]1
  -8% | 3% | -5% | -12% | nt | -9% | -5% | nt
> CCC(NS(=O)(=O)c1ccc(OC)cc1)C(=O)O (configuration not stated)
  -22% | -2% | 0% | 7% | -1%[0.074 µM] | ? | -4% | -1%
> Cc1nc2ccccn2c1C(=O)N/N=C/c1ccc([N+](=O)[O-])o1
  -7% | -4% | ? | -22% | -155%[inhibitor] | -7% | ? | ?
> CCCCC(=O)Nc1ccc(NC(=O)C2CC2)cn1
  -6% | 1% | 9% | -5% | 11%[10 µM] | -6% | -5% | -2%
> Cc1cc2c(c(=O)o1)C(C1C=CCCC1)C(C#N)=C(N)O2 (configuration not stated)
  -5% | -2% | -1% | -9% | -3% | 1% | -12% | nt
> CCOC(=O)c1sc2nc(SC)nc(-c3ccc(Cl)cc3)c2c1N
  -23% | 1% | i | -3% | 2% | -2% | -3% | 5%
> CN(C)CCCn1c(=O)n(CCc2ccccc2)c(=O)c2c3c(sc21)CCCCC3
  5% | 0% | i | -3% | -25%[10 µM] | 3% | -5% | 4%
> Cn1c(=O)oc2cc(S(=O)(=O)NCCCN3CCCC3=O)ccc21
  -3% | -4% | -9% | -3% | -16% | -14% | 9% | 36%[activator]
> COCCn1c(N)c(N(Cc2ccccc2)C(=O)C2CCCC2)c(=O)[nH]c1=O
  -2% | 0% | -2% | -11% | -15% | 11% | -9% | nt
> S=C(Nc1ccc(Cl)cc1Cl)N1CCOCC1
  3% | 1% | -11% | 1% | 24%[10 µM] | 9% | -3% | -6%
> Cc1ccc(C(=O)CCCn2nnc(-c3cccnc3)n2)cc1C
  -19% | -3% | -1% | -7% | 9%[10 µM] | -2% | -21% | 1%
> Cc1cc(CSc2nc(C)cc(=O)[nH]2)c2ncccc2c1
  7% | -1% | -4% | -12% | -45%[inhibitor] | 0% | -15% | -18%
> Cc1nn(CCc2n[nH]c(=S)n2-c2ccc(F)c(Cl)c2)c(C)c1[N+](=O)[O-]
  5% | 3% | -3% | -7% | -54%[inhibitor] | 0% | -11% | -1%
> Cn1c(=O)c2c(-c3ccccc3)n(CCCO)cc2n(C)c1=O
  4% | 0% | nt | 4% | nt | 2% | -3% | nt
> COc1ccc(NS(=O)(=O)c2c(C)cc(C)cc2C)cc1
  4% | -2% | i | -24% | -4% | -4% | -8% | nt
> CCOc1ccccc1CNC(=O)CC(C)n1ccc(C)n1 (configuration not stated)
  -2% | -3% | nt | -3% | nt | -5% | 2% | nt
> COc1cccc(-c2cc(C(=O)Nc3cnn(Cc4ccccc4C)c3)no2)c1
  -6% | -2% | 2% | -14% | -19% | -13% | 0% | 5%
> O=c1c2cc(Br)ccc2nc(-c2ccc([N+](=O)[O-])cc2)n1O
  -7% | -6% | i | -7% | -108%[inhibitor] | 0% | ? | 4%
> O=P(O)(COc1ccccc1)COc1ccccc1
  4% | -2% | -1% | -5% | 0% | 0% | -10% | 5%
> Cc1ccc(F)c(NC=C2C(=O)OC(C)(C)OC2=O)c1
  9% | 1% | -8% | -4% | -5% | -2% | -7% | -10%
> CCOC(=O)c1c(C)[nH]c(C)c1C(=O)CSc1nc2ccccc2[nH]1
  3% | -3% | -2% | -7% | 33%[10 µM] | -7% | -9% | 5%
> Cc1cccc(-c2noc(CN(C(=O)c3ccccc3Cl)C(C)C)n2)c1
  1% | 0% | nt | -19% | nt | 4% | -10% | nt
> Cc1ccc(C(=O)OCC(=O)Nc2sccc2C(N)=O)cc1NC(=O)c1ccco1
  -10% | -2% | ? | -14% | 16% | -3% | -7% | nt
> N#Cc1c(Cl)cccc1Oc1ccc(S(=O)(=O)Nc2ccccc2)cc1
  -1% | -4% | -10% | ? | -5%[10 µM] | ? | 2% | -3%
> CC(=O)c1cc(F)c(N2CCN(C(=O)c3ccco3)CC2)cc1C
  -9% | 2% | -17% | -5% | -36%[10 µM] | -8% | -13% | -11%
> COc1ccc(-n2c(=S)[nH]c3ccccc32)cc1
  13% | 18% | -12% | -29% | -17% | -7% | ? | nt
> O=S(=O)(c1ccc(Cl)cc1)c1nc(-c2cccs2)oc1SCc1ccccc1F
  12% | 1% | nt | ? | nt | -5% | -1% | nt
> CC(=O)N1C(C)(C)CC(=NOC(=O)c2ccccc2)CC1(C)C
  -1% | -4% | i | 3% | 6%[1.9 µM] | 4% | 0% | ?
> Cc1ccc(Nc2nc(Cl)nc(N(C)C#N)n2)cc1
  1% | -1% | -2% | -4% | -37% | -5% | -15% | -3%
> CCOc1ccccc1NC(=O)CC1SC(=N)N(c2ccccc2)C1=O (configuration not stated)
  -5% | -6% | i | 0% | 18%[10 µM] | 6% | 1% | 6%
> CCc1ccc(CNC(=O)c2c(C)oc3ncn(CC(C)C)c(=O)c23)cc1
  -3% | -21% | nt | -26% | nt | 1% | -9% | nt
> O=C(/C=C/c1ccccc1[N+](=O)[O-])N1CCN(c2ccccc2F)CC1
  2% | -1% | -16% | -15% | -33%[inhibitor] | 0% | -6% | -9%
> O=C(O)c1ccc(-n2c(/C=C\c3ccc(O)cc3)nc3ccccc3c2=O)cc1
  -10% | ? | nt | -13% | nt | -5% | -13% | nt
> Cc1noc(NS(=O)(=O)c2ccc(NC(=O)Nc3ccc(Cl)c(Cl)c3)cc2)c1C
  -7% | -11% | -18% | 11µM*[quencher] | 0% | ? | ? | ?
> CCc1ccccc1NC(=O)Cn1nnc(C(=O)OC)c1C(=O)OC
  -2% | -1% | nt | -10% | nt | -5% | -9% | nt
> O=C(OC1CCOC1=O)c1cc(-c2ccc(Br)cc2)nc2ccccc12 (configuration not stated)
  8% | 0% | -10% | ? | -3%[10 µM] | ? | ? | -1%
> CCc1ccc2c(c1)c1nc(C)sc1n2CC(=O)OC
  5% | -2% | -12% | -14% | -17% | -8% | ? | nt
> Cn1cc(CN2CCCC(C(=O)c3cc(F)ccc3F)C2)c2ccccc21 (configuration not stated)
  -4% | 0% | -7% | -9% | 2%[10 µM] | 1% | -10% | -12%
> Cn1cc(CN2CCc3sccc3C2)c(-c2ccccc2F)n1
  -2% | 0% | -5% | 0% | 11%[10 µM] | -3% | -7% | -11%
> Cc1cccc(N(C)C(=O)C2CCN(S(=O)(=O)c3cccc4nonc34)CC2)c1
  4% | -4% | nt | -16% | nt | -10% | -10% | nt
> Cc1cccc(C(=O)N2CCN(c3ccc(N4CCOCC4)nn3)CC2)c1
  -5% | 2% | -3% | 9% | 21%[10 µM] | 0% | nt | nt
> O=C(N1CCN(c2ccccc2)CC1)C1(c2cccs2)CCOCC1
  1% | 7% | -1% | -7% | 24%[1.9 µM] | 7% | -2% | 6%
> CCOC(=O)c1cc2occc2n1CC(=O)N1CCCc2ccccc21
  -7% | -1% | -23% | 2% | -2%[10 µM] | -12% | -3% | -8%
> CCOc1ccc(NC(=O)CC2SC(=O)N(c3ccccc3)C2=O)cc1 (configuration not stated)
  -1% | -1% | i | -10% | 2%[10 µM] | 12% | ? | 4%
> O=C(N/N=C/c1ccc(OC(F)F)cc1)c1ccc(Br)cc1
  5% | -6% | 5% | -21% | nt | -4% | ? | 3%
> CC(C)(C)Nc1nc2cc([N+](=O)[O-])ccc2o1
  -4% | -1% | 19% | 6% | 24%[10 µM] | -1% | -2% | 1%
> CC(C)CCNC(=O)CCCOc1cc(=O)n(C)c2ccccc12
  -7% | 2% | -6% | -5% | -30% | -8% | -2% | 4%
> O=C(NCCCN1CCOCC1)c1ccc2c(=O)n(CCc3ccccc3)c(=O)[nH]c2c1
  9% | 2% | -16% | -13% | -8% | -11% | -9% | nt
> Cc1ccc(-n2c(N)c(C(N)=O)sc2=S)c(C)c1
  -3% | -2% | i | -14% | -26%[0.074 µM] | 3% | -8% | -9%
> Clc1ccccc1-c1nnc(COc2ccccc2)o1
  -12% | ? | nt | -24% | nt | -9% | -15% | nt
> O=C(CN1CCN(Cc2ccccc2Cl)CC1)N/N=C/c1ccco1
  -2% | -5% | -3% | -6% | -3%[10 µM] | -5% | -11% | -6%
> O=C(CSCc1ccc(Cl)cc1)Nc1ccc(-c2nnc(-c3ccccc3)o2)cc1
  -3% | -4% | -5% | -10% | -14%[10 µM] | -13% | ? | 4%
> CCOc1ccc(/C=N/NC(=O)COc2ccccc2-c2ccccc2)cc1
  2% | 2% | ? | -16% | -10% | -9% | -11% | -4%
> Cc1ccc(NC(=O)c2ccc(CSc3nnc(C)s3)cc2)c(C)c1
  -3% | -1% | i | -12% | -44%[inhibitor] | -3% | ? | -4%
> CC(=O)c1cccc(NC(=O)c2cc(-c3ccc(C)cc3)on2)c1
  -4% | -1% | -1% | 3% | -5%[10 µM] | -1% | ? | -6%
> Cc1cnc(NC(=O)c2cc3c(s2)CCCC3)s1
  -1% | -2% | i | -30% | -76%[inhibitor][10 µM] | -2% | -21% | nt
> CC(C)(C)c1ccc(Cn2c(=N)n(CC(O)c3ccco3)c3ccccc32)cc1 (configuration not stated)
  -7% | -2% | 23% | -4% | nt | 4% | -11% | -4%
> COc1ccc(C)cc1NC(=O)Nc1ccccc1SC
  3% | -4% | -9% | -21% | -15% | -7% | -18% | -3%
> CC1CCN(CCCOc2ccc(Br)cc2Cl)CC1
  -5% | -2% | -2% | -1% | -39%[inhibitor] | -13% | 3% | -21%

Taken from above:
HTT cytoprotect with O=C(N1CCN(c2ccccc2)CC1)C1(c2cccs2)CCOCC1 : 24%[1.9 µM]
Tau fibril FP with Cc1cnc(NC(=O)c2cc3c(s2)CCCC3)s1 : -2%
